Compound activity from PubChem BioAssay.
HEK293 NOD2/NF-kB: inhibition of NOD2-driven NF-kB reporter – cell-based, luminescence, uHTS, HEK293 (AID 1566) | HEK293 NOD2/NF-kB luciferase reporter, luminescence; higher % means a stronger effect | inhibition, % at 4 µM; hits with a dose series show EC50 in µM | 0.63% of 290,000 active; also: many of its hits are not listed in these tables
NOD1 inhibition: NOD1 signaling inhibitors, primary screen, cell-based, luminescence, uHTS (AID 1578). NOD1-driven NF-kB luciferase reporter cells, luminescence; higher % means a stronger effect. inhibition, % at 4 µM; hits with a dose series show EC50 in µM. 1% of 290,000 active; in the data active = inhibition mostly above about 36%, no sharp cut-off; inactive = mostly below about 34%;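 also: HEK-293T reporter cells stimulated with the NOD1 agonist gamma-tri-DAP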
GPR55 antagonists: inhibition of LPI-stimulated GPR55 beta-arrestin translocation – imaging, U2OS, beta-arrestin-GFP, LPI agonist, primary screen (AID 2013). U2OS GPR55 beta-arrestin-GFP translocation imaging, LPI antagonism; higher % means a stronger effect. 0.13% of 290,000 active. inhibition, % at 10 µM; hits with a dose series show IC50 in µM;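 active = spots per cell inhibited over 60%, with over 100 cells counted and total cytoplasm intensity under 500,000; inconclusive = wells with under 100 cells, flagged as likely toxic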;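 also: U2OS cells stably carrying GPR55 and arrestin-GFP stimulated by 5 µM LPI near EC80; imaged beta-arrestin-GFP aggregate spots per cell after agonist stimulation; plate controls were LPI-stimulated DMSO wells for no effect and DMSO wells without LPI for full effect; some results filed as inactive read as strong as hits; confirmed hits need IC50 under 10 µM and bright autofluorescent wells are also inconclusive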
MgcRacGAP inhibition: MgcRacGAP GTPase-activating activity inhibitors, confirmation, biochemical, ADP Hunter fluorescence; 0.6% of 340,000 active; AID 624330; inhibition, % at 30 µM; hits with a dose series show IC50 in µM; MgcRacGAP-stimulated Rac1 GTP hydrolysis, ADP Hunter fluorescence; higher % means a stronger effect; GST-tagged Rac1 F28L mutant substrate;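 active = first-screen hits whose inhibition reached a set limit at any dose in the follow-up dose series; inconclusive = inhibition above the set first-screen limit but never retested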;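 also: fluorescence reports GDP produced by GAP-driven GTP hydrolysis; strong numbers were not always called active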
KOR beta-arrestin-1: KOR antagonists, beta-arrestin recruitment, cell-based, luminescence, uHTS (AID 1778) | inhibition, % at 10 µM, or IC50 in µM where a hit was titrated | 0.091% of 290,000 active | KOR beta-arrestin recruitment, luminescence, antagonist mode; higher % means a stronger effect; also: strong numbers were not always called active
Large T inhibition: TAg ATPase/helicase activity blockers – biochemical (AID 1903) | 0.39% of 310,000 active | SV40 large T antigen ATPase/helicase inhibition assay; higher % means a stronger effect | inhibition, % at 20 µM, or IC50 in µM where a hit was titrated; in the data active = a potency from the dose series; inconclusive = inhibition mostly from about 32% at the one dose, without a potency; inactive = the rest, 99 in 100 with inhibition below about 32%; also: strong numbers were not always called active
GPR55 activation: selective activators of receptor GPR55 – imaging, U2OS cells, beta-arrestin-GFP redistribution, primary screen (AID 1961) | U2OS GPR55 beta-arrestin-GFP redistribution imaging; higher % means a stronger effect | activation, % at 10 µM, or EC50 in µM where a hit was titrated | 0.048% of 290,000 active;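 active = activation above 40% with more than 50 cells counted in the well; inconclusive = wells holding fewer than 50 cells, flagged as toxic or sparse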;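 also: U2OS osteosarcoma cells stably expressing GPR55 and beta-arrestin-GFP; plate controls were DMSO negative control for no effect and LPI positive control for full effect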
HIV fusion peptide: inhibitors of HIV fusion peptide binding, primary screen, biochemical, uHTS, fluorescence dequenching (AID 1986) | one-dose inhibition, % at 20 µM; IC50 in µM for titrated hits | 0.3% of 290,000 active | cell-free peptide binding, fluorescence dequenching, 30 min; higher % means a stronger effect; in the data active = inhibition mostly above about 52%, no sharp cut-off; inactive = mostly below about 76%; also: some results filed as inactive read as strong as hits
KOR beta-arrestin-2: kappa opioid receptor activators – cell-based, luminescence, uHTS, primary screen (AID 1777) | 0.02% of 280,000 active | KOR beta-arrestin recruitment, luminescence; higher % means a stronger effect | activation, % at 10 µM, or EC50 in µM where a hit was titrated; in the data active = activation above about 50%, passing the limit was not always enough; also: a part of the inactive calls stands beside numbers as strong as those of hits
* = called active by the depositor; u = inconclusive; x = not tested or not shown; [ ] = another dose, or the depositor's remark. Rule as the data show it, unless noted: active = inhibition above about 50%; inactive = the rest. An excerpt; count on the stated rates, not on these rows.

SMILES	HEK293 NOD2/NF-kB	NOD1 inhibition	GPR55 antagonists	MgcRacGAP inhibition	KOR beta-arrestin-1	Large T inhibition	GPR55 activation	HIV fusion peptide	KOR beta-arrestin-2
COc1ccccc1N1CCN(C(=O)C(NS(=O)(=O)c2cccs2)c2ccccc2)CC1 (stereo not drawn)	5%	0%	11%	11%	-28%	6%	-0.2%	0.5%	2.1%
Cc1cc(OCC(=O)N2CCC(C(=O)O)CC2)c2c(C)cc(=O)oc2c1	11%	-28%	1%	5%	0%[20 µM]	8%	0.2%	0.6%	-1.7%
Cc1cccc(-c2nsc(SCC(=O)Nc3nccs3)n2)c1	9%	3%	0%	-7%	-4%	17%	-0.1%	-1.3%	3.0%
CC1CCN(C(=O)CNS(=O)(=O)c2ccc(Br)s2)CC1	12%	-21%	-10%	0%	-2%	4%	0.0%	-1.6%	-3.4%
COC(=O)CNc1c(-c2ccccc2)nc2ccc(Br)cn12	-26%	-32%	12%	7%	-22%	22%	0.2%	-2.3%	3.9%
Cc1cccc(C)c1Nc1c(-c2ccccn2)nc2ccccn12	-59%	-47%	-3%	u	2%	u	0.0%	-1.9%	-4.1%
O=C(c1cc(-c2ccc(F)cc2)on1)N1CCN(c2ccc(F)cc2)CC1	-25%	-11%	4%	7%	-2%	12%	0.1%	-0.7%	-3.9%
O=S1(=O)CCOC[C@H](CC2CCCCC2)N1Cc1cccc(F)c1	1%	3%	-1%	1%	-33%[20 µM]	-15%	0.0%	0.2%	-3.9%
COc1ccc(CN2CCN(C3CCC3)CC2CCO)cc1C (stereo not drawn)	-5%	9%	5%	-16%	-42%	7%	-0.3%	2.3%	0.8%
CCOc1ccccc1C(=O)NCC(=O)N(C)Cc1ccccc1C	1%	-3%	4%	6%	12%	5%	0.0%	1.2%	-2.7%
O=C(NCC1CCCO1)c1cc2ccccc2o1 (stereo not drawn)	-12%	-26%	-5%	-1%	-7%	9%	0.3%	-0.2%	-5.4%
Cc1ccc(/C=C/C(=O)Nc2ccc(S(=O)(=O)Nc3ncccn3)cc2)cc1	2%	-20%	3%	4%	-43%	1%	0.4%	4.2%	-3.6%
CSc1ccc(CN(C)Cc2cc(=O)oc3c(C)c(C)ccc23)cc1	3%	-5%	-8%	3%	-33%	8%	0.0%	-0.4%	-3.1%
O=C(NCCCn1ccnc1)c1ccc(Br)o1	-7%	16%	7%	-1%	-35%	20%	0.0%	1.4%	16%
CC(C)c1ccc(NC(=O)C2=NNC(=O)CC2)cc1	-63%	-8%	11%	-8%	20%	11%	-0.2%	-0.1%	0.1%
Cn1c2c(c(=O)n(C)c1=O)CN(CC1CCCO1)CN2 (stereo not drawn)	-14%	-5%	8%	2%	-30%	15%	-0.2%	1.4%	-7.7%
COc1ccc(-c2nn(-c3ccccc3)cc2/C=N/N=C(N)N)cc1OC	21%	-18%	24%	23%	20%	14%	0.2%	-3.6%	6.1%
Nc1nnc(-c2ccc(Cl)cc2Cl)s1	-66%	-29%	-2%	6%	-37%[20 µM]	x	1.0%	0.0%	x
COCC1CCN(C(=O)C2CCC(=O)N(CCc3cccc(F)c3)C2)CC1 (stereo not drawn)	-13%	-21%	-17%	4%	12%	0%	-0.1%	0.4%	3.4%
Nc1nc2ccc(C(=O)Nc3ccccc3)cc2s1	-46%	-40%	-4%	-7%	3%	1%	-0.2%	-0.9%	-12%
O=C(NCc1csc2ccccc12)Nc1cc(Cl)cc(Cl)c1	0%	-2%	10%	-10%	16%	2%	0.0%	0.7%	1.7%
C=CCn1c(=O)c2c(nc3n2CCCN3CCc2ccc(OC)c(OC)c2)n(C)c1=O	5%	-6%	-3%	13%	18%	-1%	1.0%	0.2%	-0.5%
CC1=C(C#N)C(NC(=O)c2cccc(Cl)c2)(C(F)(F)F)C(=O)N1 (stereo not drawn)	9%	16%	-12%	3%	-40%	0%	-0.4%	-1.1%	3.8%
COc1ccc(Cc2noc(CN(C)CCc3ccccc3)n2)cc1OC	-11%	6%	1%	13%	-22%	8%	0.2%	0.2%	1.5%
CCCOc1ccc(N2C(=O)CC(N3CCN(c4ccccc4OC)CC3)C2=O)cc1 (stereo not drawn)	10%	3%	-5%	2%	0%	0%	-0.2%	-1.7%	-7.4%

One compound at a time, from the list above. Order of screens: HEK293 NOD2/NF-kB	NOD1 inhibition	GPR55 antagonists	MgcRacGAP inhibition	KOR beta-arrestin-1	Large T inhibition	GPR55 activation	HIV fusion peptide	KOR beta-arrestin-2
Shown for COc1ccc(Cc2noc(CN(C)CCc3ccccc3)n2)cc1OC = -11%	6%	1%	13%	-22%	8%	0.2%	0.2%	1.5%
Shown for O=C(NCCCn1ccnc1)c1ccc(Br)o1 = -7%	16%	7%	-1%	-35%	20%	0.0%	1.4%	16%

Next part:
SMILES	HEK293 NOD2/NF-kB	NOD1 inhibition	GPR55 antagonists	MgcRacGAP inhibition	KOR beta-arrestin-1	Large T inhibition	GPR55 activation	HIV fusion peptide	KOR beta-arrestin-2
COc1ccccc1NS(=O)(=O)c1cc([N+](=O)[O-])ccc1N/N=C/c1c[nH]c2ccccc12	-20%	54%	-9%	3%	6%	2%	-0.1%	7.7%	-3.8%
CCNc1nc(SC)nc(N(C#N)CC(=O)OC)n1	-2%	7%	-4%	6%	9%	5%	-0.1%	1.3%	6.0%
COc1ccc(-c2noc(-c3ccc(Br)o3)n2)cc1	-84%	-15%	4%	5%	8%	5%	-0.1%	-0.6%	4.2%
FC(F)Oc1ccc(/C=N/n2c(Cc3ccc(Br)cc3)n[nH]c2=S)cc1	-5%	-14%	1%	7%	-63%	-11%	-0.1%	3.7%	1.4%
O=C(NC(=S)Nc1ccc(CN2CCOCC2)cc1)c1ccc2c(c1)OCCO2	10%	-6%	-3%	9%	8%	6%	0.7%	-0.3%	x
CCn1cc([N+](=O)[O-])c(C(=O)Nc2ccn(C34CC5CC(CC(C5)C3)C4)n2)n1	-14%	-4%	-3%	-2%	-30%	13%	-0.2%	2.5%	1.5%
COc1ccc(C(=O)Nc2nc(N3C(=O)c4ccccc4C3=O)n(-c3ccccc3)n2)cc1	6%	-10%	9%	4%	20%	-5%	0.8%	0.2%	-4.7%
CCOc1ccccc1NC(=O)c1ccc(S(=O)(=O)N2CCCCC2)cc1	6%	-4%	-6%	7%	1%	-4%	0.8%	-1.1%	3.7%
O=C(O)CCc1nc2ccccc2n(CCc2ccccc2)c1=O	4%	13%	13%	12%	-7%	13%	0.2%	0.1%	5.9%
COc1ccc(/C=N/Nc2nc3ccccc3c(=O)[nH]2)cc1	-132%	-79%	-3%	12%	-12%	2%	0.7%	-2.6%	1.0%
Nc1oc2ccccc2c(=O)c1C=O	-2%	-20%	12%	7%	13%	4%	-0.2%	-0.6%	-2.0%
CCCCCCn1c(SCC(=O)c2ccccc2)nc2c1c(=O)[nH]c(=O)n2C	-3%	0%	-5%	5%	-52%	2%	0.2%	0.5%	-1.4%
CCOC(=O)CCNC(C)C1COc2ccccc2O1 (stereo not drawn)	5%	16%	-2%	178µM*	-6%	0%	-0.1%	0.0%	3.9%
CCn1c(SCC(=O)N2CCCCCC2)nc2ccccc2c1=O	20%	-14%	-4%	-2%	-22%	5%	-0.2%	-0.8%	-3.5%
COc1ccc(C(=O)NC(=S)Nc2ccc(CN3CCOCC3)cc2)cc1Br	39%	-10%	3%	3%	-50%	0%	-0.1%	1.7%	-1.6%
Cc1cc(C)cc(NC(=S)NCCCO)c1	-2%	-19%	1%	6%	-15%	26%	0.3%	0.5%	1.8%
Fc1ccc(-c2cnn3c(-c4cccs4)ccnc23)cc1	-105%	-29%	3%	-3%	-54%	9%	-0.1%	4.2%	10%
O=C(CN1CCOCC1)Nc1cccc(C(=O)Nc2cccc(C(F)(F)F)c2)c1	9%	-12%	-4%	11%	19%	-3%	0.1%	-1.2%	-0.5%
COCCN1CCN(C(=O)C2CCC(=O)N(CCc3ccccc3)C2)CC1 (stereo not drawn)	-26%	-50%	9%	5%	-10%	5%	0.2%	1.4%	4.9%
O=[N+]([O-])c1cccc(/C=N/N=C\c2ccccc2)c1	-25%	4%	6%	2%	7%[20 µM]	4%	-0.3%	-1.7%	-5.2%
CCc1ccc(NC(=O)C(=O)N/N=C(\C)CC(=O)NCCOC)cc1	-4%	-14%	14%	8%	3%	12%	-0.4%	-0.3%	7.0%
Cc1cccc(OCC(=O)Nc2cccc(C(=O)Nc3ccccc3C(=O)O)c2)c1	14%	-6%	3%	4%	-11%	9%	-0.1%	30%	0.4%
COC(=O)C1=C(C(=O)OC)SC2(S1)C(C(=O)OC)=C(C(=O)OC)SC1=C2c2cc(C)ccc2NC1(C)C	4%	26%	-1%	13%	-8%	-3%	0.0%	-1.3%	2.7%
CCOc1cccc(OCCCOc2cccc3cccnc23)c1	-16%	-45%	4%	9%	x	2%	-0.2%	-2.1%	0.5%
Cc1ccn2cc(CNC(=O)c3cccs3)nc2c1	12%	-14%	-5%	4%	13%	7%	0.2%	-0.4%	-3.0%
SMILES	HEK293 NOD2/NF-kB	NOD1 inhibition	GPR55 antagonists	MgcRacGAP inhibition	KOR beta-arrestin-1	Large T inhibition	GPR55 activation	HIV fusion peptide	KOR beta-arrestin-2
CN(CC(=O)N1CCCCCC1)S(=O)(=O)c1ccccc1	-17%	14%	4%	14%	-2%	8%	0.3%	-3.6%	0.9%
COc1ccc2c(=O)cc(-c3cccnc3)oc2c1OC	-2%	-2%	7%	-10%	11%	9%	-0.1%	-1.0%	-0.4%
COc1ccc(/C(C)=N/Nc2ncc(Cl)cc2Cl)c(O)c1	4%	-11%	-8%	-5%	-41%	8%	0.1%	-1.1%	5.8%
CCOC(=O)c1nn(C23CC4CC(CC(C4)C2)C3)c2c1C(=O)N(c1ccc(C)cc1)C2=O	12%	-2%	11%	10%	-20%	10%	-0.1%	1.3%	6.2%
N#C/C(=C\c1ccncc1)C(=O)Nc1ccc(C(=O)O)cc1	1%	7%	-10%	-1%	-27%	20%	0.0%	2.5%	-4.9%
CCn1cc(CN2CCC(C(=O)Nc3cccc(-c4cccc(Cl)c4)c3)CC2)cn1	-3%	-4%	17%	14%	-70%	-2%	-0.1%	-0.3%	16%
O=C(Nc1ccc2ccccc2c1)c1onc2c1CCCC2	-278%	6%	8%	12%	-43%	5%	0.0%	0.7%	2.3%
Cc1c(N/C(=N/S(=O)(=O)c2ccc(F)cc2)c2ccccc2)c(=O)n(-c2ccccc2)n1C	-5%	-22%	9%	-5%	-15%	-3%	-0.3%	1.6%	2.1%
O=C(CN1CCCCCC1)N/N=C/c1cccc(Cl)c1Cl	0%	-41%	12%	17%	-21%	23%	-0.1%	-0.2%	7.9%
CSc1ccc(CNC(=O)C2CCC(=O)N(Cc3cccc(F)c3)C2)cc1 (stereo not drawn)	1%	-32%	-8%	6%	-25%	11%	0.6%	31%	5.8%
O=C(N/C(=C\c1cccs1)C(=O)N1CCOCC1)c1cccs1	4%	-38%	-12%	5%	12%	11%	-0.1%	-0.7%	-1.7%
